Polio RdRp inh: poliovirus RdRp elongation inhibitors, primary screen, biochemical, fluorescence polarization, total intensity; Genome polyprotein (Poliovirus type 1 (strain Mahoney)), P03300; poliovirus polymerase elongation; hits give low values; % elongation, % (compound at 16.7 µg/mL); 150,000 compounds, 0.66% hits; AID 588519, 2011; in the data active = % elongation below about 90%; note: some results filed as inactive read as strong as hits
Target sequence (P03300 1749-2209 limits assumed): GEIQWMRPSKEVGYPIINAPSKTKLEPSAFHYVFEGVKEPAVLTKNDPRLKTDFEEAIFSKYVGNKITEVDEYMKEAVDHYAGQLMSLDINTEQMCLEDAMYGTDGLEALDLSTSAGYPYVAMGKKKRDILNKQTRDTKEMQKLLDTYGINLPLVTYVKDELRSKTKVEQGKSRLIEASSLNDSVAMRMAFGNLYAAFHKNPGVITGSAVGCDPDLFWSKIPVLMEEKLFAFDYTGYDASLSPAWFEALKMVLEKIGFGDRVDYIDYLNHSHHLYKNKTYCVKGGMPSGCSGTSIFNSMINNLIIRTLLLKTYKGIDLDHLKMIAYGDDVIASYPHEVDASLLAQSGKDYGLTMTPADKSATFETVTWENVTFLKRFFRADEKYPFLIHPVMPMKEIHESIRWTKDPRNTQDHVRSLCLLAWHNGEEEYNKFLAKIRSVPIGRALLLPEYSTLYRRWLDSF
Polio RdRp inh FP z-score: recorded beside Polio RdRp inh, whose call it bears; z-score; measured here: FP z-score; hits read low
* hit, by the source's call; & = joins results of further samples. This is a subset. The share of hits here may be higher or lower than overall.

SMILES	Polio RdRp inh	Polio RdRp inh FP z-score
Cn1c(=O)c2ccccc2n2c(CCC(=O)N3CCN(c4cccc(Cl)c4)CC3)nnc12	105	0.3
CCS(=O)(=O)c1ccc2oc(C)nc2c1	101	-0.2
Cc1ccc(-c2nn(CCC(=O)Nc3ccc(Cl)c(Cl)c3)c(=O)c3ccccc23)cc1	98	-1
COC(=O)Cn1c(CCS(=O)(=O)c2ccc(C)cc2)nc2ccccc21	102	0.1
CC(CNC(=O)Cn1ncc2c3ccccc3n(Cc3cccc(Cl)c3)c2c1=O)c1ccccc1 (stereo not given)	142	3.7
Cc1nnc(SCC(=O)Nc2ccccc2S(=O)(=O)N(C)C2CCCCC2)n1-c1ccccc1	101	-0.5
Cc1c(Cl)cccc1-n1c(CCC(=O)O)ccc1-c1cccs1	114	0.5
COc1cc(NC(=O)c2nc3ccccc3nc2C)cc(OC)c1OC	112	0
CC(C)=C1C(=O)Nc2ccc(S(=O)(=O)N3CCc4ccccc43)cc21	104	1.6
Cc1ccc(-n2ncc3c(N4CCCCC4)ncnc32)cc1Cl	101	-0.9
Cc1cc(C)cc(N2C(=O)CSC23C(=O)N(CC(=O)NCCc2ccccc2)c2ccccc23)c1 (stereo not given)	104	0
CC(C)N1CC(COc2ccccc2)OC1=O (stereo not given)	106	0.5
COc1ccccc1/C=N\NC(=O)c1ccccn1	101	-0.2
COc1ccc2c(c1)c1c(c(=O)n(Cc3ccccc3)c(=O)n1Cc1cc(C)ccc1C)n2C	112	1.1
CCCOc1ccc(C(=O)N(Cc2ccc(Cl)cc2)Cc2ccco2)cc1	101	-1.4
COCCn1c(SCC(=O)c2c[nH]c3ccccc23)nc2ccccc2c1=O	103	0.3
Cc1ccc(CS(=O)(=O)Cc2ccc(C(=O)N3CCC4(CC3)OCCO4)o2)cc1	101	0.3
COc1ccc(Cl)cc1C(=O)NCC(c1ccc(N(C)C)cc1)N1CCOCC1 (stereo not given)	105	-0.1
Cc1ccc(CCNC(=O)CN2C(=O)COc3ccc(S(=O)(=O)N4CCCCC4)cc32)cc1	120	0.6
Cc1ccc(-c2cn3nc(N4CCCC(C(=O)O)C4)sc3n2)cc1 (stereo not given)	102	0.1
Cc1noc(C)c1CCC(=O)O	101	-0.7
CC(=O)N(c1ccccc1)c1nc(CSc2nncn2-c2ccccc2)cs1	102	-0.2
O=C(NCC(c1cccs1)N1CCOCC1)c1ccc(Cl)c(S(=O)(=O)N2CCOCC2)c1 (stereo not given)	106	0.5
C(=N\N1CCN(c2ccccn2)CC1)/C1=C(N2CCOCC2)C(=C/c2ccccc2)/CC1	104	0.4
CCc1ccc(-n2c(SCc3cccc(F)c3)nc3[nH]ncc3c2=O)cc1	103	-0.2
C=CCN1C(=O)C2(c3ccccc31)c1c(oc3ccccc3c1=O)C(=O)N2CCOC (stereo not given)	104	0.4
CN1CCN(/C(=C\C#N)c2ccc(F)cc2)CC1	106	0.4
Cc1ccc(-c2nc3scc(CCNS(=O)(=O)c4ccc(F)c(C)c4)n3n2)cc1	111	0.8
CC(OC(=O)c1ccc(S(=O)(=O)C(F)F)cc1)C(N)=O (stereo not given)	103	0
Cc1ccc(OCc2nc(-c3ccc(C(=O)N4CCN(c5cc(Cl)ccc5C)CC4)cc3)oc2C)cc1	107	-0.9
CC(=O)O/N=C1/SC(=Nc2ccc(Cl)cc2)C2=C1N(C)CC2	99	0.1
COc1ccc(-c2nnc(N(C)C(=O)C3CCOC3)s2)cc1 (stereo not given)	103	0.5
COc1ccc(CCN2C(=O)c3ccccc3C(C(=O)O)C2c2ccccc2O)cc1OC (stereo not given)	102	0.7
COC(=O)CNC(=O)c1cc2c(C)nn(-c3ccc(Cl)cc3)c2s1	96	-0.5
CCOC(=O)c1c(C)oc2c1c(C=NCCc1c[nH]c3ccccc13)c(O)c1ccccc12	100	-0.4
COCCN1Cc2cccc(C(=O)Nc3c(C)cccc3C)c2C1=O	101	0.2
c1ccc(C2C3=C(Nc4ncnn42)c2ccccc2OC3c2cccs2)cc1 (stereo not given)	102	0
O=C(c1noc2c1CCCC2)N(Cc1ccco1)C1CCCC1	102	0
CCOc1ccc(-n2nc3ccc(NC(=O)Cc4ccccc4)cc3n2)cc1	107	0.2
O=C(CNC(=S)N1CC2CC(C1)c1cccc(=O)n1C2)NC1CCCCC1 (stereo not given)	101	0
CCSc1ncc(Cl)c(C(=O)N(Cc2ccccc2)Cc2ccco2)n1	107	0.2
O=C1CSC(=NC(=O)c2ccc(Cl)c(Cl)c2)N1	103	0.6
Cc1ccc(NC(=O)Cn2nnc(C(=O)NCc3cccs3)c2N)cc1Cl	115	0.9
CCc1ccc(N=Cc2c(O)[nH]c3ccccc23)cc1	101	-0.2
O=C(O)CC1(CC(=O)N2CCC(Cc3ccccc3)CC2)CCCC1	101	-0.5
COC(=O)c1cc(=O)c2c(C)nc(-c3ccc(Cl)cc3)nc2[nH]1	103	0
O=C(OCN1C(=O)c2ccccc2C1=O)c1ccc(N2CCCC2=O)cc1	102	-0.3
COc1ccc(CCNC(=O)CN(c2ccccc2)S(=O)(=O)N(C)C)cc1	106	0.2
O=C1OCc2cccc3cccc1c23	102	0.4
N#CC(C(=O)Cc1cccs1)c1ccccn1 (stereo not given)	106	1.1
CN(C)C(CNC(=O)c1ccc2c(c1)OCCO2)c1ccco1 (stereo not given)	108	0.6
CCOC(=O)c1ccc(S(=O)(=O)NCC(c2ccccc2)N(C)C)cc1 (stereo not given)	101	0.2
O=C(Nc1ccc2oc(-c3cccc(F)c3)nc2c1)c1ccc2ccccc2c1	103	0.1
Cc1cccc(Cn2c(=O)n(CCCC(=O)NCc3ccccc3Cl)c(=O)c3ccccc32)c1	110	0.5
CCn1c(=O)cc(OCC(=O)NCc2cccs2)c2ccccc21	102	1.1
CCn1cc(C(=O)O)c(=O)c2cc(F)c(N3CCN(C(=S)NC(=O)c4c(-c5ccccc5)noc4C)CC3)cc21	102	0.3
CSc1ccc(NC(=O)NCC2COc3ccccc3O2)cc1 (stereo not given)	102	0.1
CCOc1ccccc1NC(=O)CC(C)S(=O)(=O)c1ccc2c(c1)NC(=O)CS2 (stereo not given)	105	1.3
CCN1CCn2c3c(c4cc(Br)ccc42)CCCC31 (stereo not given)	101	-0.2
Cc1oc(S(=O)(=O)N2CCOCC2)cc1C(=O)NCCNc1ncccc1C(F)(F)F	100	-0.3

The listing continues.
SMILES	Polio RdRp inh	Polio RdRp inh FP z-score
COc1cc(C)cc2oc(=O)cc(C)c12	101	0.2
COc1ccc(C2CC(=O)c3c([nH]c(C(=O)OCCOc4ccccc4)c3C)C2)cc1OC (stereo not given)	106	0.1
O=C1OC(COc2ccc(Br)cc2)CN1c1ccccc1 (stereo not given)	106	0.2
COc1ccc(-c2cc(C(=O)NC(C)(C)CO)on2)cc1OC	102	-0.6
CCOc1ccc(CCNC(=O)c2ccc(Nc3nc4ccccc4n4nnnc34)cc2)cc1OCC	102	-0.7
Cc1ccc(C)c(Nc2ncnc3onc(C)c23)c1	102	-0.7
O=C(O)CS(=O)(=O)c1ccccc1	99	-1.4
COc1ccccc1N1C(=O)C=CC1=O	98	-0.4
CC(=O)Nc1ccc(C(=O)CSc2nc3ccccc3n2C)cc1	104	0.5
Cn1nnnc1SCC(=O)N1c2ccccc2Sc2ccccc21	104	0.1
CCOc1ccc2nc(S/C=C/C(=O)c3ccc(Cl)cc3)sc2c1	97	-1.1
COc1cccc(CNC(=O)c2cccs2)c1	104	0.5

Filtered by structure: those above with a cyano group.
SMILES	Polio RdRp inh	Polio RdRp inh FP z-score
CN1CCN(/C(=C\C#N)c2ccc(F)cc2)CC1	106	0.4
N#CC(C(=O)Cc1cccs1)c1ccccn1 (stereo not given)	106	1.1

(cont.)
SMILES	Polio RdRp inh	Polio RdRp inh FP z-score
Cc1ccc(C)c(C(=O)OC2CCCCC2=O)c1 (stereo not given)	104	0.6
CC(C)C(NS(=O)(=O)c1ccc2c(c1)OCCCO2)C(=O)O (stereo not given)	102	-0.1
CNS(=O)(=O)c1cc(C(C)(C)C)cc(C)c1C	99	-0.7
Cc1ccc(NC(=O)NCc2c(-n3cccc3)sc3c2CCCC3)c(Cl)c1	97	-2.2
CCCc1nc2c(sc3nc(COC)cc(C)c32)c2nc3ccccc3n12	104	0.2
COc1ccc(C2C(C(=O)Nc3ccccc3)=C(C)Nc3nc(-c4ccccc4)nn32)c(OC)c1 (stereo not given)	108	-0.5
CCSc1n[nH]c(C(F)(F)F)n1	104	0.5
Clc1ccc(-c2noc3ncnc(Nc4ccccc4)c23)cc1	102	0.1
CCN(Cc1ccccc1)C(=O)C1CC2CCCN2C12C(=O)Nc1ccccc12 (stereo not given)	101	-0.2
CCOC(=O)/C(C#N)=C1/C=C(C)NC(c2ccccc2O)=N1	100	-0.1
CC1=C/C(=N\Nc2nc(C)cc(=O)[nH]2)CC(C)(C)C1	102	-0.1
Fc1cccc(Cl)c1-c1nnc2ccc(C(F)(F)F)cn12	100	-0.4
COc1cc(SC)ccc1C(=O)N(C)Cc1ccccc1	108	0.6
c1cc(Nc2ncnc3sccc23)cc(-c2nnc3n2CCCCC3)c1	116	1.2
CCn1c(=O)c(=O)[nH]c2cc(C(=O)NCCSCc3ccco3)ccc21	100	-0.6
CC(=O)c1cc(-c2ccc(F)cc2)n(CCC(=O)NCc2ccc(C)cc2)c1C	104	0
O=C(NCCOCCO)C(=O)Nc1c2c(nn1-c1ccc(F)cc1)CSC2	106	0.1
COc1cccc(-n2cc(C(=O)Nc3cccnc3)c3ccccc3c2=O)c1	101	-0.3
CC(=O)Nc1ccc(S(=O)(=O)n2cnc3ccccc32)cc1	98	-0.4
COC(=O)c1sc(=S)n(-c2ccc(C)cc2)c1N	105	1.9
COC(=O)c1ccc(C)c(N(CCO)CCO)c1	107	0.3
Cc1noc2ncnc(NC(C)(C)CCO)c12	104	0.3
N#CCn1c2ccc(Cl)cc2c2nc3ccccc3nc21	101	0
O=C(Nc1cccnc1)c1ccc(COCC(F)(F)F)cc1	101	-0.3

Part of the list above, with values under each structure.
Fields – Polio RdRp inh | Polio RdRp inh FP z-score
c1cc(Nc2ncnc3sccc23)cc(-c2nnc3n2CCCCC3)c1
  116 | 1.2
COC(=O)c1sc(=S)n(-c2ccc(C)cc2)c1N
  105 | 1.9
CCn1c(=O)c(=O)[nH]c2cc(C(=O)NCCSCc3ccco3)ccc21
  100 | -0.6

Other results follow.
SMILES	Polio RdRp inh	Polio RdRp inh FP z-score
N#CC1(NC(=O)COC(=O)CSc2ccc(F)cc2)CCCCC1	105	0.4
CC1(C)S[C@@H]2[C@H](NC(=O)[C@H](N)c3ccccc3)C(=O)N2[C@H]1C(=O)O	98&100	-0.4&0.1
Cc1ccc(-n2nc3c(=O)n(CCCC(=O)NC(C)c4ccccc4)nc(C)c3c2C)cc1 (stereo not given)	113	1
CCCSCCCNC(=O)C1CCN(C(=O)c2cc3sccc3n2C)CC1	110	1.3
CCSC1=C(C#N)C2(CCCCC2)C(C#N)=C(N)N1	103	0.7
CCc1nc(NCCN2CCOCC2)c(C#N)c2c1COC(C)(C)C2	101	-0.2
Cc1ccc(-c2nc3cccnc3s2)cc1NC(=O)C(C)C	108	-0.1
CC(C)CNP(=O)(OC1CC(C)CCC1C(C)C)c1ccccc1 (stereo not given)	103	0.2
Cc1ccccc1OCC(=O)N(C)Cc1c(C)nn(C2CCS(=O)(=O)C2)c1C (stereo not given)	107	0.5
CN1CCN(C(=O)CCC(=O)c2ccc(F)cc2)CC1	102	0
COc1cc(C(=O)N2CCN(C(=O)C(Cc3cc(C)ccc3C)NC(C)=O)CC2)cc(OC)c1OC (stereo not given)	102	0.3
O=S1(=O)CCC(N2C(=S)SC3CS(=O)(=O)CC32)C1 (stereo not given)	100	-0.5
COc1cccc(CNC(=O)c2ccc3c(c2)c(C)c(C)n3Cc2ccccc2)c1	104	-0.6
COc1ccc(-c2cc(C(=O)N3CCCC3C(=O)O)c(C)o2)cc1OC (stereo not given)	98	-0.8
CC(C)c1ccc(NC(=O)CN2C(=O)COc3ccc(S(=O)(=O)N4CCOCC4)cc32)cc1	120	0.6
COc1cccc2c1cc1c(=O)n(CC(=O)N3CCN(c4ccc(F)cc4)CC3)nc(C)n12	101	-1.6
NC(=O)CCN(C1CCCCC1)S(=O)(=O)c1cccc2nsnc12	101	-0.2
Cc1nnc(SCC(=O)N(c2ccccc2)c2ccccc2)nc1C	101	-0.4
Cc1cc2nc(C)n(CC(=O)N(C)c3ccccc3)c2cc1C	103	0.5
CCc1c(C)n([O-])c2c([n+]1=O)CCCC2	99	-0.3
C#CCn1c(=NC(=O)CSCC(=O)Nc2cc(C)on2)sc2ccccc21	102	0.4
COc1ccccc1CNc1ccc(-c2nc(-c3ccccn3)no2)cc1[N+](=O)[O-]	106	-0.4
COC(=O)c1ccc(NC(=O)CSc2nc3ccc(OC)cc3[nH]2)cc1	110	-0.1

Quoted from the entries so far, five compounds:
SMILES	Polio RdRp inh	Polio RdRp inh FP z-score
O=S1(=O)CCC(N2C(=S)SC3CS(=O)(=O)CC32)C1 (stereo not given)	100	-0.5
COc1cccc(CNC(=O)c2ccc3c(c2)c(C)c(C)n3Cc2ccccc2)c1	104	-0.6
COc1ccc(-c2cc(C(=O)N3CCCC3C(=O)O)c(C)o2)cc1OC (stereo not given)	98	-0.8
CC(C)c1ccc(NC(=O)CN2C(=O)COc3ccc(S(=O)(=O)N4CCOCC4)cc32)cc1	120	0.6
COc1cccc2c1cc1c(=O)n(CC(=O)N3CCN(c4ccc(F)cc4)CC3)nc(C)n12	101	-1.6

Compound activity as filed in PubChem.
